Screening data deposited in PubChem by Sanford-Burnham Center for Chemical Genomics.
mIAP activ = activators of mouse IAP, primary screen, biochemical, luminescence, uHTS; intestinal alkaline phosphatase [Mus musculus]; muIAP, CDP-Star luminescence, 30 min; active compounds read high; 1 = vehicle-only enzyme signal, 0 = enzyme-free wells; activation factor at 10 µM; 0.24% of 330,000 active; AID 2805, 2010;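 active = activation factor of at least 2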; also: the source names both 10 and 20 µM as test concentration; values of inactives mirror those of a sister screen read the other way
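also added = chemiluminescent substrate CDP-Star | test system = mouse IAP enzyme | signal = chemiluminescence readout | compound = DMSO-dissolved test compounds | incubation = 30 min at room temperature | benchmarks = DMSO wells, no-enzyme wells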
hIAP inh = human IAP inhibitors, primary screen, biochemical, luminescence, uHTS. inhibition, % at 10 µM. AID 2544, 2010. purified IAP, CDP-Star luminescence, 30 min. 0.12% of 330,000 active;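 active = inhibition reaching a set limit with compound at 10 µM in the primary screen, cut at about 35% in these data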;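 also: plate controls were DMSO wells with enzyme for no effect and no-enzyme buffer wells for full effect; values of inactives mirror those of a sister screen read the other way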
mIAP block = inhibitors of mouse IAP, primary screen, biochemical, luminescence, uHTS; 0.2% of 330,000 active; AID 2806, 2010; inhibition, % at 10 µM; purified mouse IAP, CDP-Star luminescence, 30 min; intestinal alkaline phosphatase [Mus musculus];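 active = inhibition of at least 40% at 10 µM in the primary screen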;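 also: plate controls were DMSO with enzyme for no effect and no enzyme wells for full effect; values of inactives mirror those of a sister screen read the other way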
TIM10 inh = growth inhibitors of isogenic TIM10 control yeast, primary screen, counter-screen for tim10-1 yeast inhibitor project, luminescence, uHTS. S. cerevisiae TIM10 strain growth, BacTiter-Glo luminescence, 24 h. 1.4% of 330,000 active. inhibition, % at 10 µM;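 active = inhibition of 40% or more at the single tested concentration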;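 also: wild-type TIM10 isogenic control strain grown at permissive 25 °C; 0% = DMSO yeast wells and 100% = minimal medium wells without yeast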
APOBEC3G inh = APOBEC3G DNA deaminase inhibitors, primary screen, biochemical, fluorescence, single-stranded DNA substrate, uHTS; 0.28% of 330,000 active; DNA dC->dU-editing enzyme APOBEC-3G (Homo sapiens), Q9HC16; inhibition, % at 20 µM; AID 493012, 2011; recombinant A3G, ssDNA deamination FAM/TAMRA fluorescence;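 active = inhibition of at least 40% at 20 µM, with no more than 30% in the related APOBEC3A deaminase screen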;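 also: plate controls were DMSO wells with A3G for no effect and wells lacking A3G enzyme for full effect; some compounds called inactive have numbers as strong as hits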
Target sequence (Q9HC16 whole entry, looked up): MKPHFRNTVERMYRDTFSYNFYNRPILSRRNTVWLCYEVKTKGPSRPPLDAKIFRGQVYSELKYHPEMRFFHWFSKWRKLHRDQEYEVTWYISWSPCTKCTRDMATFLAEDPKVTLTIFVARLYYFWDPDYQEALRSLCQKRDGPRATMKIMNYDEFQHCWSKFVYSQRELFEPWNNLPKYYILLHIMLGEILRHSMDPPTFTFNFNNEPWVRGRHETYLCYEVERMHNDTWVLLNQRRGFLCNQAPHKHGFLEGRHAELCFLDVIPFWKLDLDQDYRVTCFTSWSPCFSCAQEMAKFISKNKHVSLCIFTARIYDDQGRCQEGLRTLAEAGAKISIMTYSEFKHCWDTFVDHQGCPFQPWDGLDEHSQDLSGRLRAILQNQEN
NLRP3 yeast inh = NALP3 inflammasome inhibitors in reconstituted yeast, primary screen, luminescence, uHTS | 0.39% of 330,000 active | Yeast reconstituted NLRP3/ASC/caspase-1, beta-gal luminescence, 24 h | inhibition, % at 10 µM;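 active = inhibition of 50% or more; inactive = inhibition below 50%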;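 also: plate controls were induced DMSO wells for no effect and uninduced yeast grown without galactose for full effect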
tim10-1 inh = growth inhibitors of tim10-1 mutant yeast, primary screen, luminescence, uHTS | inhibition, % at 20 µM | 2.2% of 330,000 active | S. cerevisiae tim10-1 ts strain growth, BacTiter-Glo, 24 h;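 active = inhibition of at least 40%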;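 also: mutant grown at 25 °C; 0% = DMSO wells with yeast and 100% = wells holding no yeast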
beta cell repl = inducers of MIN6 beta-cell proliferation, primary screen, ATP luminescence, uHTS | AID 2380, 2010 | proliferation, % at 10 µM | MIN6 cells proliferation, ATPlite luminescence, 48 h; cells starved in 0.2% serum; 100% = growth in 10% serum | 0.29% of 330,000 active;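 active = compounds whose signal lies at least 3.5 SD above the mean of all wells on their plate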;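 also: 0% = DMSO-treated cells in low-serum medium and 100% = 10% serum control; some compounds called inactive have numbers as strong as hits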
APOBEC3A inh = APOBEC3A ssDNA deaminase inhibitors, primary screen, selectivity assay for APOBEC3G inhibitor project, biochemical, FAM/TAMRA oligo cleavage fluorescence. DNA dC->dU-editing enzyme APOBEC-3A (Homo sapiens), P31941. recombinant A3A, FAM/TAMRA ssDNA deamination fluorescence. inhibition, % at 20 µM. 0.41% of 330,000 active;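 active = at least 40% inhibition at 20 µM here, with at most 30% in a related deaminase screen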;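 also: plate controls were A3A with DMSO for no effect and wells lacking A3A enzyme for full effect; some results filed as inactive read as strong as hits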
Target sequence (P31941 whole entry, looked up): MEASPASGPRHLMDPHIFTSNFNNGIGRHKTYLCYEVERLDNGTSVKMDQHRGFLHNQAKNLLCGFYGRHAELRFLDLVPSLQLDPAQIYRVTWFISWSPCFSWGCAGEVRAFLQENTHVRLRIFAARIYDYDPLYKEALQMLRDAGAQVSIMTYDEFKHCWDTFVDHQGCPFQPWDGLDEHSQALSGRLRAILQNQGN
Numbers without * were called inactive.

The opening 2 entries as a preview:
SMILES | mIAP activ | hIAP inh | mIAP block | TIM10 inh | APOBEC3G inh | NLRP3 yeast inh | tim10-1 inh | beta cell repl | APOBEC3A inh
CCCN(C(=O)COC(=O)CSc1ccc([N+](=O)[O-])cc1)C1CCS(=O)(=O)C1 (stereo not given) | 0.88 | 18 | 12 | -6 | -9 | 16 | -15 | -5 | -1
COC(=O)c1ccccc1NC(=O)C1CCN(C(=O)Cc2ccccc2)CC1 | 0.98 | -1 | 2 | 16 | -2 | 9 | 23 | 4 | 3

This part in full, from the first entry:
SMILES | mIAP activ | hIAP inh | mIAP block | TIM10 inh | APOBEC3G inh | NLRP3 yeast inh | tim10-1 inh | beta cell repl | APOBEC3A inh
CCCN(C(=O)COC(=O)CSc1ccc([N+](=O)[O-])cc1)C1CCS(=O)(=O)C1 (stereo not given) | 0.88 | 18 | 12 | -6 | -9 | 16 | -15 | -5 | -1
COC(=O)c1ccccc1NC(=O)C1CCN(C(=O)Cc2ccccc2)CC1 | 0.98 | -1 | 2 | 16 | -2 | 9 | 23 | 4 | 3
O=C1CCCN1CCC1CCCCN1Cc1nc(-c2cnccn2)no1 (stereo not given) | 1.1 | -10 | -14 | -9 | -1 | -17 | 1 | -1 | -8
CC(=O)Nc1ccc(S(=O)(=O)NC(C)C(=O)OCC(=O)NC2CCCC2)cc1 (stereo not given) | 1 | 3 | -5 | -5 | -4 | 9 | 0 | 0 | -2
C/C(=N/NC(=O)CN1CCN(S(=O)(=O)c2ccc(Br)cc2)CC1)c1ccco1 | 1 | -11 | 0 | 4 | -7 | 3 | 11 | -2 | -3
Cc1c(C)c(C)c(S(=O)(=O)NCCC(=O)N2CCN(Cc3ccc(C#N)cc3)CC2)c(C)c1C | 1 | 6 | -1 | 3 | -5 | 9 | 9 | 1 | 1
Cc1ccsc1C(=O)Nc1ccccc1N1CCOCC1 | 0.96 | 10 | 4 | 14 | -4 | 3 | 26 | 2 | 1
O=S(=O)(NCCCN1CCOCC1)c1ccc(Cl)s1 | 0.99 | 1 | 1 | 1 | -1 | 7 | -19 | 3 | -2
COc1nc(N)c(S(=O)(=O)c2ccccc2C)cc1C#N | 0.98 | -4 | 2 | 21 | -8 | -24 | 33 | 4 | -3
Cc1nc2ccccc2n1CC(=O)OCC(=O)Nc1ccc2c(c1)OCCO2 | 0.76 | -12 | 24 | -11 | 2 | 7 | 10 | -1 | 4
Cc1cccc2cc(CN(CC(C)C)S(=O)(=O)c3ccccc3)c(=O)[nH]c12 | 0.9 | -6 | 10 | 10 | -1 | 8 | 39 | -3 | -1
CCOC(=O)N1CCN(C(=O)C(=O)N/N=C/c2ccc(OC)cc2OC)CC1 | 0.91 | 3 | 9 | 5 | -1 | 15 | -6 | 0 | 0
O=c1c([N+](=O)[O-])cccn1Cc1ccc(F)cc1Cl | 1 | 6 | 0 | 4 | -4 | 13 | 6 | -1 | 1
COc1ccc(-c2cn3c(C)c(C(=O)NC(C)(C)C)sc3n2)cc1 | 1.2 | 0 | -18 | 9 | -5 | 18 | 8 | -2 | -6
CCOCCCNC(=O)C1CCCN1C(=O)NC1CCCCC1 (stereo not given) | 1.1 | 7 | -14 | -15 | -5 | 0 | 1 | -1 | -7
O=C(Cn1cc(C(=O)c2cccs2)c2ccccc21)NCc1cccs1 | 1 | 3 | -4 | -2 | -5 | 2 | -1 | 0 | -5
CCN(CC(=O)Nc1c(F)cccc1F)C(=O)C1COc2ccccc2O1 (stereo not given) | 0.91 | -3 | 9 | 12 | 0 | 9 | 17 | 3 | 0
Cc1ccc(NC(=O)CCC(=O)NNC(=O)COc2ccc([N+](=O)[O-])cc2)c(C)c1 | 0.87 | -73 | 13 | -2 | -2 | 11 | -3 | 1 | -1
CC(C)(C)C(=O)CNS(=O)(=O)c1ccc(S(=O)(=O)NC2CCCC2)cc1 | 0.99 | -7 | 1 | 5 | -1 | 12 | 7 | -1 | 4
CN(CC(=O)Nc1ccccc1C(F)(F)F)C(=O)COc1cccnc1[N+](=O)[O-] | 0.87 | -12 | 13 | 3 | 2 | -1 | -2 | -2 | 27
CC(C)(C)c1ccccc1NC(=O)CN1C(=O)NC(Cc2ccccc2)C1=O (stereo not given) | 1 | -3 | -2 | 3 | 14 | 35 | 23 | -4 | 8
Cc1ccc(S(=O)(=O)NCCCn2ccnc2)cc1C(=O)NC(C)C | 0.99 | 5 | 1 | 14 | 10 | 8 | 2 | -5 | -1
COc1cccc(C2CC(c3ccccc3)n3ncnc3N2)c1 (stereo not given) | 1 | 2 | -5 | 22 | -10 | -7 | 10 | -3 | -3
CCOC(=O)c1ccc(NC(=O)Nc2c(C)n(C)n(-c3ccccc3)c2=O)cc1 | 0.98 | -19 | 2 | 3 | -2 | 2 | -14 | 3 | 3
O=C(CCC1CCCC1)Nc1cccc(Cc2ccncc2)c1 | 1.1 | -27 | -15 | 15 | -9 | 2 | 37 | -3 | -1
Nc1nc(Br)c2ccccc2c1-c1ccc(F)cc1 | 1.1 | 5 | -6 | 0 | -3 | 7 | 23 | -1 | 1
O=C(NCCc1ccccc1)C1(c2ccccc2)CC1(Cl)Cl (stereo not given) | 1 | 7 | -4 | 6 | -1 | 15 | 27 | -4 | 4
CC(C)C(=O)N(Cc1ccc2c(c1)OCO2)Cc1ccccn1 | 0.95 | -9 | 5 | -1 | 2 | 13 | 18 | 0 | 2
CCCCC(CC)CNC(=O)c1cccs1 (stereo not given) | 1.1 | -22 | -9 | 26 | -10 | 32 | 29 | 1 | -5
CCN=C1S/C(=C\c2ccc(O)c(OCC)c2)C(=O)N1CC | 0.97 | -4 | 2 | -6 | -2 | -17 | 7 | -1 | 2
COc1ccc(CNn2c(-c3ccccc3F)nc3ccccc3c2=O)cc1OC | 0.97 | 0 | 3 | -25 | -5 | 17 | 13 | 0 | -2
O=C1CC(N2CCN(c3ccccc3)CC2)C(=O)N1CCc1ccccc1 (stereo not given) | 0.99 | -13 | 0 | 18 | -6 | 8 | 31 | -2 | -4
Cn1c(CNC(=O)c2ccccc2F)nnc1SCC(=O)Nc1nnc(C2CC2)s1 | 0.98 | -4 | 2 | -5 | -7 | -6 | -10 | 0 | -2
Cc1cc(C)c(S(=O)(=O)N2CCN(C(=O)c3ccc(-n4cncn4)c([N+](=O)[O-])c3)CC2)c(C)c1 | 0.93 | 0 | 7 | -1 | -5 | 4 | -5 | -2 | 2
Cc1cccc(OCC(O)Cn2c(N3CCCCC3)nc3c2c(=O)n(C)c(=O)n3C)c1 (stereo not given) | 1.1 | -3 | -6 | 13 | -5 | 14 | 14 | 2 | 0
Cc1ccccc1NC(=O)c1cn2c(nc3ccccc32)c(C#N)c1C | 1.1 | 3 | -6 | -13 | 0 | -6 | 5 | 3 | 0
Cc1ccc(NC(=O)COC(=O)CNC(=O)C2CCCCC2)cc1S(=O)(=O)N(C)C | 1 | -15 | 0 | -9 | -2 | 2 | -9 | 1 | -1
CC1CCCCC12NC(=O)N(CC(=O)NCCc1ccc(S(N)(=O)=O)cc1)C2=O (stereo not given) | 1 | 3 | -2 | 0 | -9 | 7 | -14 | 3 | 18
CNC(=S)SCCOc1ccccc1 | 0.97 | -18 | 3 | -10 | 2 | 32 | 3 | 0 | 1
COc1cccc(C(=O)Nc2cccc(-c3ccccc3)c2)c1 | 1.1 | -26 | -10 | 25 | -3 | 28 | 32 | -4 | 1
O=C(NCc1ccccc1)c1cccnc1 | 1.1 | -17 | -13 | 3 | 6 | 9 | 11 | 0 | 2
O=C(CCS(=O)(=O)c1ccccc1Cl)NC1CCCCCC1 | 0.89 | 6 | 11 | 3 | -4 | 14 | 16 | 2 | -1
Cn1c(NC(=O)c2cccs2)c(-c2cccs2)c(=O)c2ccccc21 | 0.98 | -19 | 2 | -2 | 0 | 5 | 16 | -3 | 5
O=S(=O)(c1ccc(F)cc1)N1CCN(Cc2ccccn2)CC1 | 1.1 | -16 | -8 | -27 | -11 | 2 | 1 | -2 | 0
COc1ccc(C(=S)N2CCOCC2)cc1OC(=O)c1ccccc1 | 1 | -7 | -2 | 1 | 8 | 23 | 4 | -1 | -2
CC1CCN(C(=O)/C(=C\c2ccccc2)NC(=O)c2ccccc2)CC1 | 0.97 | 8 | 3 | 14 | -11 | 8 | 23 | 2 | -5
Cn1nnnc1SCC(=O)NCc1ccccc1 | 0.96 | -6 | 4 | 12 | -7 | 7 | 1 | -1 | 0
O=C(NCCCN1CCOCC1)C(=O)N/N=C/c1ccccc1O | 1.2 | -100 | -18 | 4 | -3 | 3 | 15 | -3 | -7
COc1ccccc1NS(=O)(=O)c1c(C(=O)N2CCCC2)c(C)n(C)c1C | 1 | 2 | -4 | -8 | -4 | 5 | -5 | -2 | -2
O=C(NCc1ccco1)C1CCCN1S(=O)(=O)c1ccc2ccccc2c1 (stereo not given) | 1 | -8 | -2 | 13 | -6 | 5 | 11 | 1 | -3
Cc1ccc(NC(=O)CN2C(=O)C(=O)N(C3CCCC3)C2=O)cc1Cl | 1 | -28 | -1 | 15 | 1 | 21 | 16 | -2 | 4
COC(=O)c1cc(=O)n(Cc2ccc3c(c2)OCO3)c(=Nc2ccc(F)c(Cl)c2)s1 | 1 | 24 | -2 | 17 | 2 | 9 | 19 | -7 | 2
O=C(COC(=O)c1cc(Cl)nc(Cl)c1)Nc1ccc(Cl)c(S(=O)(=O)N2CCOCC2)c1 | 0.98 | 1 | 2 | -3 | -6 | 0 | 8 | -3 | 11
CC(=O)c1ccc(OC(=O)COc2ccccc2Cl)cc1 | 1.1 | 3 | -10 | 13 | 1 | 0 | 15 | 0 | -4
CCOC(=O)c1c(C)[nH]c(C(=O)Cn2nnc(-c3ccccc3)n2)c1C | 1 | 4 | 0 | -6 | -2 | 0 | 9 | -2 | -1
O=C(O)CC(C(=O)OCC1CCCO1)N1CCOCC1 (stereo not given) | 0.95 | -2 | 5 | -1 | -2 | 9 | 0 | 0 | -3
O=C(Nc1ccc(N2CCCC2)cc1)c1ccccc1[N+](=O)[O-] | 0.89 | -1 | 11 | -13 | -4 | 12 | -6 | -3 | -2
CCCNC(=O)c1ccc2c(=O)c(O)c(-c3ccc(F)cc3)[nH]c2c1 | 0.99 | -12 | 1 | -9 | -5 | 16 | 19 | 0 | -2
CCCCCCn1ccc(=N)cc1 | 1 | -15 | -1 | -3 | -4 | 23 | 3 | -5 | -1
Fc1ccc(NC(=S)N2CCc3ccccc32)cc1 | 1.1 | -29 | -12 | 11 | -5 | 15 | 29 | -1 | -8
Cc1ccc(S(=O)(=O)N2CCN(Cc3cc(C(C)(C)C)ccc3O)CC2)cc1 | 1.1 | -16 | -6 | 9 | -7 | 5 | 10 | -4 | -5
